Screening data deposited in PubChem BioAssay by National Center for Advancing Translational Sciences (NCATS).
aGlu spleen mod – inhibitors or activators of human alpha-glucosidase in spleen homogenate. P10253. human spleen homogenate, 4-MU-alpha-glucoside fluorescence. Potency, µM (top dose mostly 79.9 µM), inactives show top-dose activity change, negative = inhibition, usual class: inhibitors. 240,000 tested, 0.006% active. AID 2112;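 note: 0% = enzyme with vehicle and -100% = no enzyme basal signal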
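Human spleen homogenate (1 ug) incubated with compounds and 1 mM 4-methylumbelliferyl-alpha-D-glucopyranoside in pH 5.0 citrate/phosphate buffer, 37 C, 40 min. Stopped at pH 10; 4-MU fluorescence (Ex 365/Em 440 nm); AC50 by Hill fit.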
GAA glycogen mod – alters human alpha-glucosidase cleavage of glycogen. P10253. recombinant GAA, glycogen substrate, Amplex Red glucose oxidase fluorescence. Potency, µM (series often up to 76.4 µM), for the others: at the highest dose activity change, negative = inhibition, most hits filed as inhibitors. 300,000 tested, 0.38% active;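 note: 0% = full enzyme reaction and -100% = no-enzyme basal signal; the screen sought inhibitors and activators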
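Recombinant human alpha-glucosidase (4 nM final) hydrolysed bovine liver glycogen (30 ug) for 40 min at 37 C in pH 5.0 citrate/phosphate with 0.01% Tween-20. Released glucose detected by glucose oxidase/Amplex Red, Ex 573/Em 610 nm. Compounds up to 77 uM; AC50 from Hill fits.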
ALDH1A1 inh – ALDH1A1 (human) enzyme inhibition; P00352; Purified ALDH1A1, NADH fluorescence, propionaldehyde substrate; Potency, µM (top dose mostly 75.3 µM), inactives show top-dose activity, negative = inhibition, actives largely listed as inhibitors; 220,000 tested, 7.3% active; AID 1030; active = well fitted inhibition curve with a large enough effect, not every such curve was filed as active; inconclusive = small, poorly fitted or top-dose-only effect, or another doubt; inactive = no such curve, though single readings can be large or run the other way;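 note: plate controls were no enzyme wells and a reference inhibitor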
RGS12 GoLoco inh – inhibitors of human Gai1-RGS12 GoLoco interaction (red fluorophore); P63096; Gai1:RGS12 GoLoco peptide FP, rhodamine, 10 min; Potency, µM (series often up to 61.6 µM), without a hit: at the highest dose activity, negative = inhibition, hits mostly inhibitors; 230,000 tested, 0.44% active; AID 880; active = well fitted inhibition curve with a large enough effect, not every such curve was filed as active; inactive = no such curve, though single readings can be large or run the other way; note: % is set by controls: 0 for no effect and ±100 for the full control effect; nearly all actives have a fitted effect of over 30% in size; many of its hits are not listed in these tables
Target sequence (P63096 whole entry, looked up): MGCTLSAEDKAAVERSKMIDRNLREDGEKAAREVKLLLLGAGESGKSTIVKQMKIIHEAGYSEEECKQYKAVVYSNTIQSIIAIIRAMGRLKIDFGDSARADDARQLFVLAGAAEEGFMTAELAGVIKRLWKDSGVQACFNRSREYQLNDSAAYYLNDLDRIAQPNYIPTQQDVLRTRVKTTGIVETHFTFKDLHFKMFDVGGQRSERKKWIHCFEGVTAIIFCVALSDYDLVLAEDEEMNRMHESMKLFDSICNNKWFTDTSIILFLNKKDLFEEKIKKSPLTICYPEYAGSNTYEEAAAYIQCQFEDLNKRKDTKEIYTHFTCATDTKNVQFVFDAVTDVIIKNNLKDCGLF
SMN2 splice up – increases expression of the SMN2 splice variant; HEK293 SMN2-luciferase splicing reporter, luminescence, 30-36 h; Potency, µM (titrated, usually from 46.1 µM), without a hit: at the highest dose activity change, positive = activation, most hits filed as activators; 210,000 tested, 2.8% active; note: % of control where 0% means no effect; nearly all actives have a fitted effect of over 55% in size
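qHTS luciferase splicing reporter: luminescence rises when SMN2 exon 7 is included in transfected HEK293 cells. Compound exposure lasted 30-36 h at 37C, with 4.5 mM final sodium butyrate as control, followed by a ONE-Glo read.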
KDM4E inh – blocks human JMJD2E demethylase activity. B2RXH2. 230,000 tested, 1.6% active. JMJD2E catalytic domain, FDH-coupled NADH fluorescence (FDH is formaldehyde dehydrogenase). Potency, µM (top dose mostly 57.1 µM), inactives show at the highest dose activity change, negative = inhibition, usual class: inhibitors; active = well fitted inhibition curve with a large enough effect, not every such curve was filed as active; inconclusive = small, poorly fitted or top-dose-only effect, or another doubt; inactive = no such curve, though single readings can be large or run the other way;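 note: 0% = wells with enzyme and -100% = buffer wells without enzyme; nearly all actives have a fitted effect of over 50% in size; many of its hits are not listed in these tables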
GAA inhib – inhibitors of human lysosomal alpha-glucosidase; Potency, µM (highest dose often 76.9 µM), without a hit: at the highest dose activity change, negative = inhibition, most hits filed as inhibitors; purified human GAA, 4-MU-alpha-glucoside fluorescence; 200,000 tested, 0.005% active; P10253; AID 1466;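 note: plate controls were uninhibited enzyme wells for no effect and no-enzyme background for full effect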
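qHTS format, compound range up to 77 uM. Human lysosomal enzyme at 4 nM, 400 uM 4-MU glucoside substrate, pH 5.0, 20 min room temperature; fluorescence after alkaline stop gives activity normalized to controls.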
GLA spleen mod – inhibitors or activators of human alpha-galactosidase in spleen homogenate | P06280 | human spleen homogenate, 4MU-alpha-Gal fluorescence, 40 min | Potency, µM (top dose mostly 80 µM), without a hit: top-dose activity change, negative = inhibition, hits mostly inhibitors | 240,000 tested, 0.008% active;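 note: 0% = enzyme with vehicle and -100% = no enzyme basal signal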
Target sequence (P06280 32-429 limits assumed): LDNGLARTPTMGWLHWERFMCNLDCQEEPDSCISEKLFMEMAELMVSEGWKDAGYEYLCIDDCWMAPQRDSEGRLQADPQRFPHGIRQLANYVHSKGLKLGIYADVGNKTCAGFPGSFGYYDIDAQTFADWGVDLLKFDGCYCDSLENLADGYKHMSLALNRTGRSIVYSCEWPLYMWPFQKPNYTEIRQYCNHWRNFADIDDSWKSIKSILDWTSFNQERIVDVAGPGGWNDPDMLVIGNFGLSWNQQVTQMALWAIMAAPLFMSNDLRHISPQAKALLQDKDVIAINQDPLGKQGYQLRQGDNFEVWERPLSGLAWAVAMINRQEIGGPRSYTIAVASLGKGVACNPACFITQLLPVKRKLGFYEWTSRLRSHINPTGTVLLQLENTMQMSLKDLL
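Human spleen homogenate (1 ug) was the enzyme source, with 4-methylumbelliferyl-alpha-D-galactopyranoside (1 mM final) in pH 5.0 citrate buffer with 0.01% Tween-20. Compounds were titrated; after 40 min at 37C, NaOH/glycine stop, 4-MU fluorescence read; AC50 from Hill fits.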
Active calls of the source: *; ? = inconclusive; . = no result given; ! = repeats disagree; [ ] = dose if it differs, or a comment. Unless noted, calls come from the whole dose curve; as a rule, active = well fitted curve in the direction sought with a large enough effect; inconclusive = small, poorly fitted or top-dose-only effect, or another doubt; inactive = no such curve, though single readings can be large; an effect the other way counts as inactive or inconclusive. Potency is the fitted concentration of half-maximal effect. A portion of the library, so the mix of outcomes need not match the whole.

Molecule,ALDH1A1 inh,RGS12 GoLoco inh,GAA inhib,GAA glycogen mod,GLA spleen mod,KDM4E inh,SMN2 splice up,aGlu spleen mod
CCc1nc2sc(C(C)=O)c(N)c2c2c1CCCC2,.,9%,.,-2%,?,?,.,10%
Oc1[nH]c2ccccc2c1N=Nc1ncnc2c1oc1ccccc12,11%,4%,-15%,2%,-23%,3%,.,4%
CCn1cc(C(=O)NC2CCCCCC2)c2cc(OC)c(OC)cc2c1=O,-5%,13%,-5%,3%,-2%,-3%,-18%,-6%
CS(=O)(=O)c1ccc(C(=O)OCc2nnc(-c3ccc(Cl)cc3)o2)cc1[N+](=O)[O-],-1%,5%,-1%,-1%,-1%,6%,14%,0%
COc1ccc(S(=O)(=O)N2CCOCC2)cc1NC(=O)Cn1nnc2ccccc2c1=O,?,14%,-8%,8%,6%,0%,8%,1%
O=C(CSc1nnc2ccccn12)NC(=O)NC1CCCC1,7%,1%,5%,-7%,5%,-11%,-11%,1%
COc1ccccc1-c1ccc(SCc2ccc(F)cc2)nn1,-1%,0%,-12%,-25%,5%,-28%,11%,3%
CC12C(=O)N(c3ccc(OC(=O)c4ccco4)cc3)C(=O)C1C1c3ccccc3C2c2ccccc21 (stereo unspecified),1%,-9%,4%,7%,3%,-9%,1%,-2%
CCCC1S/C(=N/N=C/c2ccc(C)cc2)N(Cc2ccc(OC)cc2)C1=O (stereo unspecified),4%,1%,-10%,-2%,7%,10%,-58%[inhibitor],0%
C/C(=N\O)c1ccc2c(c1)CC(C)O2 (stereo unspecified),.,-2%,.,-5%,1%,2%,.,-1%
CCC(C)NC(=O)C1CCN(S(=O)(=O)N2CCOCC2)CC1 (stereo unspecified),-7%,-21%,-1%,-3%,7%,2%,-23%,7%
CC[C@H](CC[C@H](C)[C@@H]1CC[C@@H]2[C@H]3CC=C4C[C@@H](O)CC[C@]4(C)[C@H]3CC[C@]21C)C(C)C,-3%[20.9 µM],0%[21.6 µM],.,.,-2%[29.1 µM],2%[25.5 µM],9%[20.6 µM],-2%[29.1 µM]
O=C(CNC(=O)c1ccccc1)NCc1ccc(Cl)cc1,2%,6%,5%,-2%,-2%,-1%,-4%,6%
Oc1ccccc1C1Nc2cccc3cccc(c23)N1,24µM*,-6%,-2%,?,-5%,3%,.,-6%
CCN(CC)C(=O)C1CCCN(Cc2ccccc2F)C1 (stereo unspecified),-10%,-4%,3%,-12%,8%,-18%,4%,8%
Cc1ccc(N(CC(=O)N2CCN(C3CCCCC3)CC2)S(=O)(=O)c2cccnc2)cc1,?,-18%,?,?,-1%,-7%,0%,-6%
Cc1nc(N)nc(C)c1Cc1ccccc1,11%,-8%,1%,6%,-1%,-8%,-5%,-6%
CC1CCCN(c2nc3ccccc3nc2C(C#N)C(=O)OC2CCCCC2)C1 (stereo unspecified),-10%,1%,5%,-5%,3%,7%,-13%,-4%
OCCC1CN(Cc2cnc(-c3ccccc3)s2)CCN1Cc1ccccc1 (stereo unspecified),3%,7%,.,6%,-3%,-7%,.,-15%
CN(C)CCNc1nc2sc3c(c2c(=O)n1-c1ccc(F)cc1)CCCCC3,?,9%,?,2%,0%,-3%,.,0%
O=C(Nc1ccc2c(c1)C(=O)N(CC1CCCO1)C2=O)c1ccc(Cl)c(Cl)c1 (stereo unspecified),?,-10%,3%,3%,0%,?,-78%[inhibitor],-1%
CCC(C)NC(=O)CSC1=Nc2ccccc2C2=NC(c3ccccc3)C(=O)N12 (stereo unspecified),?,-3%,?,13%,9%,?,-7%,1%
Cc1cc(C)n2nc(SCc3nnc(SCc4ccccc4)s3)nc2n1,-1%,.,-6%,-24%,-1%,-3%,.,0%
COc1ccc(-c2csc(NCc3ccco3)n2)cc1C,?,15%,-7%,?,9%,-6%,32µM*,7%
CN(C)c1ccc(-c2nnn(CC(=O)N3c4ccccc4CCc4ccccc43)n2)cc1,?,2%,-11%,-1%,10%,?,-20%,8%
Cc1nc2c(ncn2-c2ccccc2)c(=O)n1NC(=O)CN1CCCCC1,.,1%,.,2%,-4%,-1%,.,0%
CCCCNC(=S)N/N=C/c1cc(C)ccc1C,?,13%,-9%,-1%,-14%,-10%,-8%,-9%
N=c1sccn1CC(=O)NCCc1ccc(Cl)cc1Cl,4%,10%,2%,-1%,-1%,-1%,-22%,-3%
Cc1ccccc1-c1cncnc1N1CCNCC1,-9%,4%,.,.,0%,8%,-6%,5%
O=C(CN(C(=O)c1ccc(Cl)cc1)N1C(=O)C2CCCCC2C1=O)c1ccc(Cl)cc1 (stereo unspecified),-8%,10%,5%,1%,4%,-1%,4%,-9%
C/C(=N\NC(=O)Cn1c(-c2ccccn2)nc2ccccc21)c1cccc(O)c1,-3%,11%,3%,10%,1%,-5%,2%,11%
Cc1ccc(-c2csc(N/N=C/c3ccco3)n2)cc1,-8%,5%,-2%,?,-16%,-5%,26%,-18%
CCOc1cc2[nH]c(=S)n(CCN3CCC(C)CC3)c(=O)c2cc1OCC,2%,8%,1%,-1%,-15%,9%,10%,-4%
Nc1nc(CSc2nnnn2-c2ccc(Cl)cc2)nc(N2CCOCC2)n1,4%,0%,-1%,1%,-3%,-4%,-16%,-14%
CC(=O)OC1CC2C(C)(C)C(O)C=C[C@@]2(C)C2CC[C@@]3(C)C(c4ccoc4)OC(=O)C4OC43[C@]12C (stereo partly specified),-3%,6%,.,.,-5%,0%,-2%,-5%
COC(=O)CCCC1=CC2=C(c3ccccc3)C(=O)C(C)(OC(=O)C3CCCC3)C(=O)C2=CN1CC(C)C (stereo unspecified),?,7%[14.2 µM],.,4%,-4%[17.5 µM],18µM*!,-2%[9.22 µM],-1%[17.4 µM]
CC1(C)NC(=O)N(CC(O)COc2cc3ccccc3cc2C(=O)N2CCCCC2)C1=O (stereo unspecified),-11%,12%,2%[15.4 µM],1%,6%,?,-16%,6%
C/C(=N\NC(=O)CNc1ccc(F)cc1)c1cc2ccccc2o1,11µM*,0%,-2%,?,-7%,-7%,-29%,-20%
COc1ccc(CC(=O)NNS(=O)(=O)c2ccc(F)cc2)cc1OC,2%,12%,-7%,-2%,1%,1%,.,0%
O=C(Nc1ccccc1)N(Cc1ccc(Cl)cc1)CC(O)C(F)(F)F (stereo unspecified),?,4%,-4%,-11%,3%,1%,-23%,?
COC(=O)c1ccc(N/N=C/c2cc([N+](=O)[O-])cc(OC)c2O)cc1,3%,20%,-9%,?,13%,-1%,.,0%
CCOc1ccc(NC(=O)CSc2nnc(-c3ccccn3)n2C)cc1,-9%,12%,-6%,-1%,-2%,7%,-15%,-5%
O=C(CN1C(=O)C2CC=CCC2C1=O)N1CCN(c2ccc([N+](=O)[O-])cc2)CC1 (stereo unspecified),25µM*,20%,-9%[15.4 µM],4%,-2%,-1%,.,-3%
COc1ccc(Cc2nnc(NC(=O)c3ccco3)s2)cc1,?,30%[activator],-4%,-2%,15%,8%,24%,3%
N#Cc1nc(COc2ccc(F)cc2)oc1N1CCCCC1,-3%,8%,9%,4%,-3%,6%,-13%,-1%
O=C1Nc2cc(Cl)c(Cl)cc2N(O)N1c1cc(Cl)cc(Cl)c1,26%,12%,1%,7%,-3%,5%,6%,-6%
O=C(COc1ccc(-n2cnnn2)cc1)NC(=O)NCc1ccccc1,-4%,0%,-2%,6%,0%,-4%,-9%,-4%
COc1ccc(N2CCN(C(c3cccs3)C(C)NS(=O)(=O)c3ccccc3)CC2)cc1 (stereo unspecified),?,-14%,-2%,-7%,-4%,-9%,-81%[inhibitor],-5%
Cc1ccc(C)c(OCC(=O)Nc2ccc3c(c2)OCO3)c1,?,13%,1%,-10%,-3%,?,-11%,-1%
COc1cccc(Cn2cnc3c(NS(=O)(=O)c4ccc(Cl)cc4Cl)c(C)c(C)cc32)c1,3%,-2%,0%,-3%,-2%,-2%,4%,-5%
CCOC(=O)c1ccccc1NC(=O)CSc1nnc(COc2ccccc2C)n1C,-3%,9%,-3%,-13%,6%,-7%,-26%,0%
O=C(Cn1cc(C(F)(F)F)ccc1=O)N/N=C/c1cccc(Cl)c1,11%,13%,-2%,8%,3%,21%,-9%,-3%
COCc1cc(=O)n2[nH]c(-c3ccc(C)cc3)cc2n1,?,11%,-6%,7%,-11%,?,50%,3%
COc1ccc(/C=C/c2nc(N)nc(-c3ccccc3O)n2)cc1,7%,6%,2%,13%,-1%,0%,-15%[1.84 µM],1%
Cc1sc2ncnc(OCC(=O)N3CCN(C(=O)c4ccco4)CC3)c2c1C,3.2µM*,39%[activator],2%,3%,5%,9%,-16%,4%
S=c1[nH]nc(Nc2ccc(Cl)cc2)s1,.,9%,.,-17%,1%,-5%,.,-3%
O=C(OCC(=O)N1CCCC1)c1c2c(nc3ccccc13)CCCCC2,-3%,10%,10%,6%,-10%,-1%,?,-5%
Cc1cccc(NC(=O)CSc2ccc(-c3ccco3)nn2)c1C,24µM*,-4%,1%,10%,0%,?,6%,1%
CCc1c(C)c2cc(Cl)c(O)c(CN(C)C)c2oc1=O,?,-4%,?,6%,?,?,?,?
COC(=O)C(NC(=O)c1ccco1)(Nc1nc(C)cs1)C(F)(F)F (stereo unspecified),11%,12%,?,-10%,-2%,1%,7%,-4%
CCOC(=O)c1ccc(NC(=O)c2cn(-c3ccccc3)nc2-c2ccncc2)cc1,-5%,8%,-1%,5%,-5%,46%[activator],5%,-21%
